Screening results from PubChem.
KCNQ2 block: KCNQ2 potassium channel inhibitors, primary screen, cell-based, CHO-K1, FluxOR thallium flux, B-score (AID 2156) | O88943 | 20 min; hits give low values | B-score at 10 µM | 310,000 tested, 1.1% active;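 active = fluorescence ratio B-score at most minus 3 library SDs, with starting brightness B-score within 2 library SDs, cut at about -5.5 in these data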
CHT inh: inhibitors of human choline transporter CHT; Q9GZV3; CHT-expressing cells, membrane potential dye, choline response; hits give low values; B-score at 10 µM; 310,000 tested, 0.86% active; AID 488975;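 active = B-score over 3 SD under the library average, and starting fluorescence ratio not unusually high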;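 note: choline stimulus applied at its EC90 after an EC20 pre-addition; B-score computed on integrated fluorescence ratio after choline addition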
Target sequence (Q9GZV3 whole entry, looked up): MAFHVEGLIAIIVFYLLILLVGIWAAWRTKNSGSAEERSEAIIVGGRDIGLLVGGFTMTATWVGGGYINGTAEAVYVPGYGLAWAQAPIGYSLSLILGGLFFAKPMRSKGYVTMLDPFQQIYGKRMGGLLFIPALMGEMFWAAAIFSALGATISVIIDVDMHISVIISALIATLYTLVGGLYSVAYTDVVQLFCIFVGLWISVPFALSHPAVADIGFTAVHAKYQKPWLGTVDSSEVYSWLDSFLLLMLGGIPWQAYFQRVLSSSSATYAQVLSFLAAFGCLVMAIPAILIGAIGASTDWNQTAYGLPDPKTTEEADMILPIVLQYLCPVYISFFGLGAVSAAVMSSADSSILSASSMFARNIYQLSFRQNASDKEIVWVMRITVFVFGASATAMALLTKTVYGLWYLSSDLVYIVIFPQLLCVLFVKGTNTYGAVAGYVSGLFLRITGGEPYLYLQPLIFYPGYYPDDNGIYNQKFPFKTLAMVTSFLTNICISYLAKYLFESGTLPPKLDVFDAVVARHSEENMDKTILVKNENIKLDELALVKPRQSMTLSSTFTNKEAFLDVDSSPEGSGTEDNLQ
Active calls of the source: *; i = inactive; . = no result given. Compounds as they come, and some 1.9% of all compounds hit somewhere here.

KCNQ2 block | CHT inh | Compound
i | i | c1ccc2c(c1)OCC(c1csc3ncnc(N4CCOCC4)c13)O2 (configuration not stated)
i | i | Cc1ccsc1/C=N/NC(=O)c1ccc2nc[nH]c2c1
i | . | Cc1ccc(NC(=S)N=Nc2c(O)n(C)c3ccc(S(=O)(=O)N4CCOCC4)cc23)cc1
i | i | CCNc1nc(NCC)nc(N/N=C/c2ccc([N+](=O)[O-])o2)n1
i | i | Cc1cc(C)c(NC(=O)c2cc(=O)c3ccccc3o2)c(C)c1
i | i | CCOC(=O)N1CCN(C(=O)C2CCN(CC3CCCCC3)CC2)CC1
. | i | CN1C(=O)C2(c3ccccc31)C1CCCC=C1C(C#N)=C(N)C2(C#N)C#N (configuration not stated)
i | i | COc1ccc(-c2nc3ccncc3[nH]2)cc1OC

(listing goes on)
KCNQ2 block | CHT inh | Compound
i | i | COc1ccc(C(C)(C)C)cc1NC(=O)c1ccc2c(c1)SC1=NS(=O)(=O)CCN12
i | i | O=C(COc1ccccc1Cl)NCCCNC(=O)c1ccccn1
i | i | O=C(Nc1ccc(F)cc1F)C1CCN(c2ncnc3c2sc2cccc(F)c23)CC1
i | i | Nc1c(N(CCO)C(=O)COc2ccc(Cl)cc2)c(=O)[nH]c(=O)n1Cc1ccccc1
i | i | CC(=O)c1ccc(NC(=O)c2cc(C)no2)cc1
i | i | O=C(O)c1ccc(S(=O)(=O)N2CCC3(CC2)CC(=O)c2ccccc2O3)cc1
i | i | COC(=O)c1ccccc1NC(=O)CSc1nncn1-c1ccccn1
i | i | CN(CC(=O)NCc1cccnc1)S(=O)(=O)c1ccccc1

Additional results.
KCNQ2 block | CHT inh | Compound
i | i | COc1cc(/C=N/NC(=O)C(C)Nc2n[nH]c(=O)[nH]c2=O)cc(OC)c1O (configuration not stated)
i | i | C=C(C)COc1ccc(-c2nc(N)ncc2Oc2ccccc2OCC)c(O)c1
i | i | CCN(CC)S(=O)(=O)c1ccc(Cl)c(NC(=O)c2cc(Cl)cc(Cl)c2)c1
i | i | COCCSc1ccccc1C(=O)NCc1cccnc1
i | i | C/C(=N\Nc1ccc(C(=O)c2c(C)cc3ccccn23)cc1[N+](=O)[O-])c1ccc(O)cc1
i | i | COc1cc(NC(=O)c2cccc3c2C(=O)N(C2CCCCC2)C3)cc(OC)c1OC
i | i | CCOC(=O)c1ccc(-n2c(CCC(=O)O)ccc2-c2ccc(F)cc2)cc1
i | i | CCC(C)Sc1cccc(-c2nc3ccc(C)cn3c2NCc2ccccc2)c1 (configuration not stated)

Other records:
KCNQ2 block | CHT inh | Compound
i | i | CC(C)CN(C(=O)COc1ccc(Br)cc1C=O)C1CCS(=O)(=O)C1 (configuration not stated)
i | i | COC(=O)c1cc(C(=O)N2CCc3ccccc32)cc([N+](=O)[O-])c1
i | i | O=C(Nc1ccccc1C(=O)N1CCN(Cc2ccccc2)CC1)c1ccccn1
i | i | COc1ccc(/C=C/C(=O)Nc2cccc(N3CCOCC3)c2)cc1OC
i | i | CC(Oc1ccc(Cl)cc1)C(=O)/C=C/N(C)C (configuration not stated)
i | i | CC1CCCCN1S(=O)(=O)c1ccc2c(c1)oc(=O)n2CC(=O)O (configuration not stated)
i | i | COc1ccc(C(CCN2CCOCC2)c2c(OC)cc(OC)c3c(C)cc(=O)oc23)cc1 (configuration not stated)
i | i | O=C(NCc1ccccc1Cl)c1nnc(CS(=O)(=O)c2ccccc2)o1

(more compounds)
KCNQ2 block | CHT inh | Compound
i | i | CS(=O)(=O)N1CC2CCCN2c2cc(C(F)(F)F)ccc21 (configuration not stated)
i | . | COc1ccc(C(=O)N(CCCO)Cc2cc3c(C)ccc(C)c3[nH]c2=O)cc1OC
i | i | C=C(C)Cn1c(CCNC(=O)CC)nc2ccccc21
i | i | CCCc1c(C(=O)N/N=C(/C)c2ccncc2)nnn1-c1nonc1N
i | i | CC(=O)C1=C(C)Nc2ncnn2C1c1ccccc1 (configuration not stated)
i | i | CCOc1cccc(CN2CCC(n3nccc3NC(=O)C3CCCC3)CC2)c1
i | i | Nc1c(Cl)cc(-c2csc(N3CCCC3c3nc4cc(Cl)c(Cl)cc4n3CCCO)n2)cc1Cl (configuration not stated)
i | i | Cc1ncoc1C(=O)N1CCc2c([nH]c3ccccc23)C1C1CCCCC1 (configuration not stated)

Later entries
KCNQ2 block | CHT inh | Compound
i | i | COc1ccc(CNC(=O)CSc2nnnn2-c2ccccc2)cc1
i | i | COc1ccc(S(=O)(=O)N(C)CC(=O)N2CCC(C(N)=O)CC2)cc1Cl
i | i | O=C(NCc1cccnc1)Nc1ccc(Br)cc1Cl
i | i | COc1ccc(Cl)cc1NC(=O)CN(C)C(=O)CNC(=O)C12CC3CC(CC(C3)C1)C2
i | i | CC(OC(=O)c1nc(Cl)ccc1Cl)C(=O)c1ccccc1 (configuration not stated)
i | i | CC1CCCN(c2ncnc3c2cnn3-c2ccc(Cl)cc2)C1 (configuration not stated)
i | i | Cc1sc(NC(=O)/C=C/C(=O)O)c(C(N)=O)c1-c1ccc(C(C)(C)C)cc1
i | i | c1ccc2nc(N3CCOCC3)cnc2c1

Retrieved by compound from the entries so far (7):
KCNQ2 block | CHT inh | Compound
i | i | CC1CCCN(c2ncnc3c2cnn3-c2ccc(Cl)cc2)C1 (configuration not stated)
i | i | COc1ccc(S(=O)(=O)N(C)CC(=O)N2CCC(C(N)=O)CC2)cc1Cl
i | i | COc1ccc(Cl)cc1NC(=O)CN(C)C(=O)CNC(=O)C12CC3CC(CC(C3)C1)C2
i | i | O=C(NCc1cccnc1)Nc1ccc(Br)cc1Cl
i | i | CC(OC(=O)c1nc(Cl)ccc1Cl)C(=O)c1ccccc1 (configuration not stated)
i | i | Cc1sc(NC(=O)/C=C/C(=O)O)c(C(N)=O)c1-c1ccc(C(C)(C)C)cc1
i | i | c1ccc2nc(N3CCOCC3)cnc2c1

Continued:
KCNQ2 block | CHT inh | Compound
i | i | CCn1c(SCC(=O)N2c3ccccc3Sc3ccccc32)nc2c1c(=O)n(C)c(=O)n2C
i | . | Cc1ccc(S(=O)(=O)CC(CN2CCCCC2)N2CCCCC2)cc1 (configuration not stated)
i | i | N#Cc1ccc(-c2ccc(OCC(O)CN3CCCCC3)cc2)cc1 (configuration not stated)
i | i | CCOC(=O)c1c(-c2ccccc2)nc2c(C)cccn12
i | i | CC1CCN(C(=S)c2ccc(O)cc2)CC1
i | -6.19* | Cc1ccc(NC(=O)CNC(=O)c2cccc(Cl)c2)nc1
i | i | O=C(NCc1cccc(Br)c1)C1CC2Cn3c(nc4ccccc43)C2N1Cc1ccccc1 (configuration not stated)
i | i | Cn1c(-c2sc3cc(C(F)(F)F)cnc3c2-c2ccccn2)n[nH]c1=S

The listing continues.
KCNQ2 block | CHT inh | Compound
i | i | O=C(NCCCN1CCCC1=O)c1cccc(NS(=O)(=O)c2ccccc2)c1
i | i | COc1cc2cc(CN(CCO)S(=O)(=O)c3ccccc3Cl)c(=O)[nH]c2cc1OC
i | i | Cc1sc2ncnc(N3CCC(C(=O)NNC(=O)COc4cccc(C(F)(F)F)c4)CC3)c2c1C
i | i | CSc1ccc(CN2CCC(n3nccc3NC(=O)CCCc3ccccc3)CC2)cc1
i | i | Clc1cccc(-c2nnc3n2CCCCC3)c1
i | i | Cc1c(C(=O)OCC(=O)Nc2ccc(C(N)=O)cc2)cccc1[N+](=O)[O-]
i | i | CCc1nc2sc3ccccc3c(=O)c2c(=O)n1Cc1ccc(OC)cc1
i | i | O=[N+]([O-])c1ccc(N=Cc2ccc(Br)c([N+](=O)[O-])c2)cc1

(next part)
KCNQ2 block | CHT inh | Compound
i | i | CCC(C)NC(=O)CCCc1ccccc1 (configuration not stated)
i | i | O=c1c2sccc2nc(SCc2cc(=O)n3cc(Cl)ccc3n2)n1Cc1ccccn1
i | i | O=C(OCC#CCSc1nnc(-c2ccccc2)o1)c1cccs1
. | i | CCC(CO)N=CC1=C(O)C(C(=O)c2ccccc2)CCC1=O (configuration not stated)
i | i | CC(=O)Nc1nonc1NC(=O)CSc1ccccn1
i | i | COc1ccc(N(CC(=O)NCCC2=CCCCC2)S(=O)(=O)c2ccccc2F)cc1
i | i | COc1cc(OC)c(S(=O)(=O)Nc2ccc(C(=O)N3CCCC3)cc2)cc1NC(C)=O
i | i | COC(=O)CCCC1=CC2=CC(=O)C(C)(OC(=O)c3cccs3)C(=O)C2=CN1C1CCCC1 (configuration not stated)

Further records.
KCNQ2 block | CHT inh | Compound
i | i | CCOc1ccccc1/C=C/c1onc(C)c1S(=O)(=O)N1CCC(C(=O)NC)CC1
i | i | CN(Cc1ccccc1)C(=O)COC(=O)c1ccccc1NS(=O)(=O)c1cccc(N)c1
i | i | Cc1ccc(S(=O)(=O)N2CCN(CC(=O)Nc3ccc(N4CCOCC4)cc3)CC2)cc1C
. | i | CN(C)CCCN(C(=O)c1cccs1)c1nc(-c2ccccc2)cs1
i | i | Cc1ccc(CNC(=O)CSc2nnc3c(n2)[nH]c2ccccc23)cc1
i | i | Cn1c(SCC(=O)N(Cc2ccccc2)C(C)(C)C)nc2ccccc21
i | i | CO/N=C(/CNC(=O)c1ccc(F)cc1)c1ccc(Cl)cc1
i | i | Cc1cccc(N2CCN(Cc3nc(C4CC4)no3)CC2)n1

(continued)
KCNQ2 block | CHT inh | Compound
i | i | Cc1ccccc1NC(c1cccc(Cl)c1)c1nnnn1C1CCCCC1 (configuration not stated)
i | i | O=C(O)CCNC(=O)C12CC3CC(CC(C3)C1)C2
i | i | Clc1cccc(C2=NOC(c3nnc(-c4ccccc4)o3)C2)c1 (configuration not stated)
i | i | CN(CCO)CC(O)CN(c1ccccc1)c1ccccc1 (configuration not stated)
i | i | COc1ccccc1C(=O)NC(=S)Nc1ccccc1N1CCCC1
i | i | Cc1ccccc1OCCC(=O)Nc1ccc(S(=O)(=O)N(C)C2CCN(C)CC2)cc1
i | i | COc1ccc(CN(Cc2ccc(C(=O)O)cc2)C(=S)Nc2cccc(C)c2)cc1OC
i | i | Cc1ccc(N2CN(CCc3ccccc3)CNC2=S)cc1

Later entries:
KCNQ2 block | CHT inh | Compound
i | i | Cn1ccnc1-c1nnn(-c2ccc(F)cc2)n1
i | i | COc1ccc(/C(O)=C2/C(=O)C(=O)N(CCN(C)C)C2c2ccc(OC)c(OC)c2)c(C)c1 (configuration not stated)
i | i | Cc1ccc(OC(=O)c2sc(Cl)nc2C)cc1C
i | i | Cc1ccc(N2C(=O)C(Cl)=C(N3CCCCCC3)C2=O)c(C)c1
i | i | CCOCCCNC(=O)CN1C(=O)NC(Cc2c[nH]c3ccccc23)C1=O (configuration not stated)
i | i | COC(=O)C1=C(O)/C(=C\c2sccc2C)N=C1C
i | i | CCC1=NN2C(=N)/C(=C\c3cccn3-c3ccc(OC)cc3)C(=O)N=C2S1
i | i | O=C(c1ccccc1)N1CCC(O)(c2cccnc2)CC1

Next section.
KCNQ2 block | CHT inh | Compound
i | i | O=C1CCCc2c1cc(C(=O)NCCCN1CCOCC1)c(=O)n2-c1ccc(Cl)cc1
i | i | Cc1cc(Nc2nn(C)c(N)c2C#N)ccc1F
i | i | O=C1[C@H]2[C@@H](/C=C/c3ccccc3)N3C(=O)CN(Cc4ccccn4)C(=O)[C@@]3(Cc3ccccc3)[C@H]2C(=O)N1c1ccccc1
i | i | COC(=O)NC1(C(F)(F)F)C(=O)NC(C)=C1C(=O)OC (configuration not stated)
i | i | CCN(Cc1ccccc1)S(=O)(=O)c1c(C)[nH]c(C)c1C(=O)N1CCCC1
i | i | CCc1ccc(C(CNC(=O)c2ccc3c(=O)n(-c4ccccc4F)c(=S)[nH]c3c2)N(C)C)cc1 (configuration not stated)
i | i | CN1C(=O)C2(OCC(COc3ccc(Cl)cc3)O2)c2ccccc21 (configuration not stated)
i | i | O=S(=O)(Nc1nc2ccc(Cl)cc2s1)c1cccs1

(more compounds)
KCNQ2 block | CHT inh | Compound
i | i | O=C(Cc1ccc(Cl)cc1)NCc1ccccc1Cl
i | i | Cc1[nH]c2ccccc2c1C(=O)C(=O)NCc1ccco1
i | i | O=S(=O)(NCC(c1ccc2c(c1)OCO2)N1CCN(c2ccccc2)CC1)c1ccccc1 (configuration not stated)
i | i | COC(=O)C1=C(C)N(Cc2ccccc2)C(=O)N[C@H]1c1ccc(Br)cc1
i | i | O=C1C=C(c2ccc(F)nc2)CCC1
-6.15* | i | O=C(Nc1cccc(Cl)c1)N1N=CCC1c1ccccc1 (configuration not stated)
i | i | COc1cc(OC)cc(-c2nc3ccccc3c(=O)n2OC(=O)c2ccc(C)c(C)c2)c1
i | i | Cc1cccc(NC(=O)COc2cccc3c2CCN(C)C3=O)c1

In the list so far, these have a tert-butyl group.
KCNQ2 block | CHT inh | Compound
i | i | COc1ccc(C(C)(C)C)cc1NC(=O)c1ccc2c(c1)SC1=NS(=O)(=O)CCN12
i | i | Cc1sc(NC(=O)/C=C/C(=O)O)c(C(N)=O)c1-c1ccc(C(C)(C)C)cc1
i | i | Cn1c(SCC(=O)N(Cc2ccccc2)C(C)(C)C)nc2ccccc21

Additional structures
KCNQ2 block | CHT inh | Compound
i | i | CN(C)CCCNC(=O)CC(c1ccccc1)c1ccccc1O (configuration not stated)
i | i | Cc1ccc(NC(=O)CCCNC(=O)c2ccc(Cl)cc2)c(O)c1
i | i | COCc1cc(=O)n2[nH]c(C(C)(C)C)cc2n1
i | i | Cc1nc(SC(C)C(=O)NC2CCCCC2C)c2c(C)c(C)sc2n1 (configuration not stated)
i | i | COc1ccccc1CC(=O)NCCc1c[nH]c2ccccc12
i | i | O=C1CC(C(=O)N2CCN(c3ccccc3O)CC2)CN1Cc1ccccc1 (configuration not stated)
i | i | CC(c1ccccc1)n1cc(C(=O)NCCN2CCOCC2)nn1 (configuration not stated)
i | i | Cn1cc(Cl)c(-c2n[nH]c(=S)n2-c2ccccc2)n1
i | i | COc1ccc(C(=O)Nc2ccc([N+](=O)[O-])cn2)cc1OC
